# Assay outcomes (PubChem BioAssay)
# EBV gp42 block: Epstein-Barr virus gp42 inhibitors, primary screen, biochemical, uHTS, fluorescence polarization; Glycoprotein 42 (Epstein-Barr virus (strain AG876)), Q1HVG2; Fluorescence polarization binding assay, mP read-out; inhibition, % (tested at 21.74 µM); 220,000 compounds, 0.42% hits; in the data active = inhibition above about 50%
# PPC-1+TRAIL kill: compounds killing PPC-1 cancer cells with TRAIL present, primary screen, TRAIL potentiator project, ATPLite luminescence, uHTS; PPC-1 cells + TRAIL, ATPLite viability luminescence; cell killing (% activity), % at 4 µM; 220,000 compounds, 0.41% hits; AID 1443, 2008;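 active = cell killing above 50% in the first pass at 4 µM, then a duplicate retest at 5 µM averaging 50% or more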;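 note: plate controls were cells with TRAIL plus DMSO for no effect and medium-only wells lacking cells for full effect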
# Cl transport mod: KCC2 cotransporter modulators, thallium flux, primary screen, cell-based, HEK293 KCC2, FluoZin-2 fluorescence, MLSMR; KCC2 cells, thallium flux FluoZin-2 fluorescence; B-score of Tl+ flux slope (higher = more flux/activation; lower = inhibition) at 10 µM; 190,000 compounds, 2.2% hits;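 active = thallium flux slope and its plate-corrected score both differing from the plate sample mean at a set confidence after two filtering rounds, in either direction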;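 note: slope of fluorescence scaled to starting intensity during 10 to 20 s after thallium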
# Target sequence (Q9H2X9 whole entry, looked up): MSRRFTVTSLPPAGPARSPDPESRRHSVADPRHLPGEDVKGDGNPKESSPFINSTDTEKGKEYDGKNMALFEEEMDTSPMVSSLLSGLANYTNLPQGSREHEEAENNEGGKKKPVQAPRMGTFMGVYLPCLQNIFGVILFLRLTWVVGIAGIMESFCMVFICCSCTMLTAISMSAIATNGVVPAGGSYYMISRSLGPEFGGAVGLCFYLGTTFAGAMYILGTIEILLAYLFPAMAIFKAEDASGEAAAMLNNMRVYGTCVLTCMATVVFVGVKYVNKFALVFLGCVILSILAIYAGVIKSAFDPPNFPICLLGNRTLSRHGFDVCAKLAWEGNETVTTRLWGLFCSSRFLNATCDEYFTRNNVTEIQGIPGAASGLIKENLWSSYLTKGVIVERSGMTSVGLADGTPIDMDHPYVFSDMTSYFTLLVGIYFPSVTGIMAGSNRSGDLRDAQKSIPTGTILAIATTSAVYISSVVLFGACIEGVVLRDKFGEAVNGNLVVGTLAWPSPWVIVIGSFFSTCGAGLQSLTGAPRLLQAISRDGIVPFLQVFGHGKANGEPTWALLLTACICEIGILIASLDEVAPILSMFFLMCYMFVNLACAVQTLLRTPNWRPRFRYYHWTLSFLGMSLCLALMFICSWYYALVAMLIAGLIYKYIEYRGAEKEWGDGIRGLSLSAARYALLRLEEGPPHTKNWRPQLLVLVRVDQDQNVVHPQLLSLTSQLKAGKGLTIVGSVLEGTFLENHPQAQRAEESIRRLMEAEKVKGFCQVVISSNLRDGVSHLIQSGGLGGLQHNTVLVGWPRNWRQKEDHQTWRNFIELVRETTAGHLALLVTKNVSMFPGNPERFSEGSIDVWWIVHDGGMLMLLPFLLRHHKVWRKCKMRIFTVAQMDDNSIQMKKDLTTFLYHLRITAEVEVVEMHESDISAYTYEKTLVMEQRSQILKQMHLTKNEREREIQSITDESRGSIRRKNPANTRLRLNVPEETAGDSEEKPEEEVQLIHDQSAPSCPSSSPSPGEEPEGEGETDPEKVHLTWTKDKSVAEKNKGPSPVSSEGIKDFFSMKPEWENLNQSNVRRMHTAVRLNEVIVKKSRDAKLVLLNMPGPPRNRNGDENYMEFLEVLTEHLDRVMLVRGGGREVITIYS
# TbHK1 inh: Trypanosoma brucei hexokinase 1 inhibitors, primary screen, biochemical, G6PDH-coupled NADH absorbance, MLSCN library; recombinant TbHK1, G6PDH-coupled NADH A340; inhibition, % at 10 µM; AID 1430, 2008; 220,000 compounds, 0.11% hits; hexokinase 1 [Trypanosoma brucei];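 active = inhibition of 50% or more in the single-dose primary screen; inactive = inhibition below 50%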
# Furin inhibitor: human furin inhibitors, primary screen, biochemical, fluorescence intensity | P09958 | purified furin, fluorogenic substrate cleavage | inhibition, % at 30 µM | 220,000 compounds, 0.061% hits | AID 463115, 2010; in the data active = inhibition above about 25%; note: inactives centre near -15
# TRPML3 ag: human TRPML3 channel agonists, primary screen, cell-based, HEK293 TRPML3-YFP, Fluo-8 calcium fluorescence, 3 µM; activation, % at 3 µM; AID 1448, 2008; 100% = the carbachol control signal; 220,000 compounds, 0.29% hits;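 active = activation above its plate's cutoff, the mean activation of the plate's test wells plus 3 SD, cut at about 12% in these data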;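 note: 0% = DMSO only wells and 100% = carbachol wells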
#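 system = HEK293 cells stably carrying human TRPML3-YFP | doses = one concentration, 3 µM nominal, 0.3% DMSO | timing = dye loading 1 h 37 °C then 30 min ambient, 125 s read | detection = Fluo-8 calcium dye fluorescence, ex 470-495, em 515-575 nm | benchmarks = high control carbachol 87 µM, low control DMSO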
# m-calpain inh: inhibitors of pig calpain II, primary screen, biochemical, fluorogenic peptide substrate, 1536-well; purified calpain II, 30 min; inhibition, % at 16 µM; 220,000 compounds, 0.37% hits; AID 1236, 2008;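 active = inhibition above about 50%, limit read from the data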
# zfTRPN1 agonist: zebrafish TRPN1 channel agonists, primary screen, cell-based, HEK293, calcium fluorescence; 220,000 compounds, 0.18% hits; HEK293 zebrafish TRPN1-YFP, Fluo-8 calcium fluorescence; 100% = response to 87 µM carbachol; activation, % at 3 µM; transient receptor potential cation channel N1 (TRPN1/NompC), Danio rerio; AID 1424, 2008;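 active = activation above its plate's cutoff, the mean activation of test wells on that plate plus 3 SD, cut at about 19% in these data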;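 note: 0% = DMSO alone and 100% = 87 µM carbachol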
#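 Material: zebrafish TRPN1-YFP in HEK293 cells. Doses: one dose of 3 µM, 0.3% DMSO. Incubation: dye 1 h 37 °C plus 30 min RT. Measured by: intracellular calcium fluorescence with Fluo-8.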
# thrombin 1536: human alpha-thrombin inhibitors, primary screen, counter-screen for coagulation protease inhibitor project, biochemical, 1536-well, fluorogenic AMC substrate; Boc-VPR-AMC fluorogenic substrate cleavage; AID 1046, 2008; Prothrombin (Homo sapiens), P00734; inhibition, % at 5 µM; 220,000 compounds, 0.26% hits;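 active = inhibition at or above 40%; inactive = inhibition below 40%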;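 note: 0% = enzyme with no compound and 100% = wells without enzyme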
#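 Test system: human alpha-thrombin protein / Dosing: one concentration per compound, 5 µM, with 0.2% DMSO / Medium: pH 7.5 Tris-saline with Tween 20 / Benchmarks: no-compound enzyme wells and no-enzyme blanks / Read-out basis: percent inhibition of thrombin substrate cleavage / Timing: reaction at room temperature / Measured by: fluorescence, ex 355 nm, em 460 nm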
# Numbers without * were called inactive; / = no result given; [ ] = remark or other dose.
entry	smiles	EBV gp42 block	PPC-1+TRAIL kill	Cl transport mod	TbHK1 inh	Furin inhibitor	TRPML3 ag	m-calpain inh	zfTRPN1 agonist	thrombin 1536
1	COc1ccc(Nc2nc(N)nc(CSc3nnc(N)s3)n2)cc1	-94	22	0.85	3	-15[20 µM]	0.3	3	-0.1	7
2	O=C(CSc1nnnn1-c1ccc(F)cc1)NCc1cccs1	0	14	/	11	-18	-0.2	4	-1.6	-4
3	Cc1ccc(S(=O)(=O)NCC(=O)OC(C(=O)c2ccccc2)c2ccccc2)cc1 (centres undefined)	-2	16	0.24	6	-12	-1.2	-2	-2.2	2
4	CN(C)/C=N/C(=S)Nc1ccccc1	-6	20	0.28	2	-12	0.7	19	0.4	-5
5	Cc1cc(C(=O)CSc2nc(N)cc(N)n2)c(C)n1-c1cccc(F)c1	-6	13	/	0	-14	0.9	19	1.6	-1
6	CCOC(=O)C1CCN(C(=O)Nc2ccc3c(c2)nc(C)n3C)CC1	-11	18	0.067	-2	-14[20 µM]	1.0	-12	0.3	-1
7	COc1ccc(C(=O)N/C(=C\c2cccc3ccccc23)C(=O)NCCc2c[nH]c3ccccc23)cc1OC	-23	39	-0.49	-13	-8[20 µM]	-0.5	-219	-0.6	-2
8	COc1ccc(C(=O)NC(=S)Nc2ccccc2N2CCN(S(C)(=O)=O)CC2)cc1OC	-7	7	/	-31	-10	0.6	-60	1.4	-1
9	O=C(O)/C=C/C(=O)N1CCN(S(=O)(=O)c2cccc(C(F)(F)F)c2)CC1	-17	-13	0.15	-3	-20	0.5	-8	-0.9	-9
10	Cc1ccc(C)c(S(=O)(=O)Nc2ccc3scnc3c2)c1	-10	31	0.26	-4	-13[20 µM]	-0.3	21	-0.5	-1
11	CCSc1nc2sc3c(c2c(=O)[nH]1)CC(C)(CC)OC3 (centres undefined)	0	24	-1.1	7	-11[20 µM]	-0.7	15	-0.7	-9
12	Cc1ccc(OCc2ccc(C(=O)NN)o2)c([N+](=O)[O-])c1	-13	13	-0.27	-12	-22	-0.6	-10	0.3	2
13	O=C(O)C1C2C=CC(C2)C1C(=O)OCC1CCCO1 (centres undefined)	-12	0	/	-3	-18	0.4	-39	1.2	-9
14	C=CCNC(=S)N1CCC(C(=O)c2ccc(OC)cc2)CC1	-15	-2	-0.037	-2	-22	0.7	-19	1.2	-5
15	CCOC(=O)CSc1nc(-c2ccc3c(c2)OCO3)ccc1C#N	-8	39	-0.034	-3	-19	0.7	-130	0.7	-11
16	NC(=O)[C@@H]1CCCNc2c(F)cc([N+](=O)[O-])cc2C(=O)N[C@@H](CCC(=O)O)C(=O)N[C@@H](CO)C(=O)N1	-7	-2	-0.047	-33	-7	0.6	-6	1.1	-1
17	C/C(=N\OC(=O)c1ccc(Cl)cc1)c1nccs1	-5	-9	/	0	-30[20 µM]	0.3	17	0.0	4
18	O=C1Nc2ccc(S(=O)(=O)N3CCCC3)c3ccc(S(=O)(=O)N4CCCC4)c1c23	8	12	/	-6	-27	-0.2	-4	0.9	-3
19	O=C(NCCC(c1ccccc1)c1ccco1)c1cccs1 (centres undefined)	-8	16	-0.28	1	-21	-0.2	17	1.0	-10
20	Cc1ccc(NC(=O)C2CCCN2S(=O)(=O)c2ccc3c(c2)n(C)c(=O)c(=O)n3C)cc1C (centres undefined)	-13	-1	-0.13	-8	-13	-1.1	-18	-1.1	-3
21	COCCCN(C(=O)Nc1ccccc1)C(C)c1ccncc1 (centres undefined)	0	11	/	-1	-34	0.9	-41	2.4	-9
22	CCOC(=O)C1CCCN(C2CC(=O)N(c3ccc(N4C(=O)CC(N5CCCC(C(=O)OCC)C5)C4=O)cc3)C2=O)C1 (centres undefined)	1	-25	0.26	-7	-14	-0.2	-69	0.3	-6
23	CCOC(=O)Nc1cccc(Cl)c1C	-10	-12	-0.41	-2	-17	0.5	-5	-1.4	2
24	CN(c1ccccc1)c1nc(N)c([N+](=O)[O-])c(NCc2ccco2)n1	-1	22	0.087	-8	-18	-1.0	8	-2.2	1
25	CCCC(=O)NC(=S)Nc1ccc(S(=O)(=O)Nc2ccc(OCC)cc2)cc1	-12	17	-0.055	4	-26	4.5	25	9.6	-8
26	O=S(=O)(Nc1ccc(N=Nc2ccc(O)c3ccccc23)cc1)c1ccccc1	-8	18	0.76	11	-3	1.1	-50	0.8	2
27	O=C1Nc2ccc(NS(=O)(=O)c3cccs3)c3cccc1c23	-16	-6	0.83	-3	-23	0.3	-1	-0.8	4
28	CCCS(=O)(=O)N1CCC(C(=O)NCc2ccco2)CC1	-4	5	0.054	2	-10	0.4	-8	0.9	-7
29	O=C1C2C3c4ccccc4C(c4ccccc43)[C@@H]2c2nc3ccccc3n21 (some centres undefined)	-2	15	0.74	-5	-22[20 µM]	-1.4	-6	-1.4	-5
30	CC(=O)c1c(COC(=O)c2ccccc2)nc2ccccc2[n+]1[O-]	-1	10	/	-16	-23[20 µM]	0.9	23	-0.4	1

# Next section; it opens with the two that closed the last part.
entry	smiles	EBV gp42 block	PPC-1+TRAIL kill	Cl transport mod	TbHK1 inh	Furin inhibitor	TRPML3 ag	m-calpain inh	zfTRPN1 agonist	thrombin 1536
29	O=C1C2C3c4ccccc4C(c4ccccc43)[C@@H]2c2nc3ccccc3n21 (some centres undefined)	-2	15	0.74	-5	-22[20 µM]	-1.4	-6	-1.4	-5
30	CC(=O)c1c(COC(=O)c2ccccc2)nc2ccccc2[n+]1[O-]	-1	10	/	-16	-23[20 µM]	0.9	23	-0.4	1
31	Cc1nc(N2CCN(Cc3ccccc3)CC2)c(C#N)c2c1COC(C)(C)C2	24	8	-3.4*	-10	-9[20 µM]	1.0	-12	0.8	4
32	O=C(c1ccccc1)N1CCN(c2n[nH]c(=O)[nH]c2=O)CC1	-8	9	-0.033	-3	-18	2.2	11	1.5	0
33	CC(=O)Nc1ccc(S(=O)(=O)Nc2nnc(C3CCCCC3)s2)cc1	-19	11	0.97	-2	-21	1.2	13	0.8	-1
34	COc1ccc2[nH]c(=O)c(CN(C)C(=O)c3ccncc3)cc2c1	-7	24	/	-19	-23	-0.1	-43	-0.1	2
35	COc1c(Br)cc([N+](=O)[O-])c(OC)c1C(=O)NC(=O)Nc1c(Cl)cccc1Cl	-6	16	-0.4	-8	-30	-0.5	-15	-1.8	4
36	COc1ccc(Nc2nc3ccc(OC)cc3s2)cc1	0	8	0.086	2	-23	1.0	-13	-0.4	-7
37	CCOC(=O)/C(C#N)=C/c1cn(CCOc2ccc(OC)cc2)c2ccccc12	-24	4	-0.071	-6	-11	0.8	30	-0.3	-2
38	O=C(CN1C(=O)NC2(CCSC2)C1=O)NCc1ccccc1 (centres undefined)	-1	14	0.66	4	-25	0.5	-30	0.6	-4
39	N#Cc1c(Cl)nsc1NN	-22	26	-0.93	-4	-28	-0.4	-1	0.8	-4
40	CCOC(=O)C1(Cc2ccc(OC)cc2)CCN(S(C)(=O)=O)CC1	6	18	-1.1	0	-23	1.3	-10	-0.6	-3
41	COc1ccc(-c2nnc(-c3ccc(Br)o3)o2)cc1OC	-16	16	/	-12	-17	0.2	-41	0.1	4
42	Cc1noc(C)c1S(=O)(=O)N1CCCC(C(=O)NCCc2ccccc2)C1 (centres undefined)	-8	-5	/	-1	-31	0.9	-21	-0.7	1
43	O=C(N/N=C/c1cc(Br)ccc1O)c1ccccc1Cl	0	43	-0.76	-1	-14	0.1	4	-0.8	-3
44	Cc1ccc(C(=O)OC2=CC(=O)CC(C)(C)C2)cc1	1	8	-0.27	1	-27[20 µM]	0.8	-5	-0.5	-8
45	COc1ccc(CN2CC(C(=O)N3CCOCC3)CC2=O)cc1 (centres undefined)	-8	-10	/	-10	-7[20 µM]	0.6	-6	-0.5	2
46	CS(=O)(=O)Nc1ccc(C(=O)Nc2ccccc2Cl)cc1	10	12	2.2	0	-24	0.9	22	0.7	-5
47	O=C(CSc1nnc(-c2ccccc2)o1)NCC1CCCCC1	-15	20	-2.7	-3	-15[20 µM]	-0.4	-15	0.5	3
48	CCOC(=O)c1sc(NC(=S)NC(=O)c2ccccc2)nc1C	-11	8	54*	-15	-8	0.6	-19	1.6	/
49	Cc1ccc(C(=O)OCC(=O)c2c[nH]c3ccccc23)cc1NC(=O)c1ccco1	-7	10	/	-2	-17	0.3	-96	-0.9	2
50	CS(=O)(=O)N1CCN(C(=O)c2cc(-c3ccccc3)nc3ccccc23)CC1	5	-1	0.37	-8	-16[20 µM]	1.0	-68	0.5	-5
51	O=C(CCC(=O)Nc1ccc(F)cc1)N/N=C/c1ccc(O)cc1O	-5	-3	1.1	-18	-11	0.2	-76	-0.7	-4
52	Fc1ccc(Nc2ccc(-c3ccc(F)cc3)nn2)cc1	3	22	1.2	-3	-9	0.6	-12	0.0	2
53	COc1ccc(N=C2O/C(=C/c3sc(=S)n(CC4CCCO4)c3O)N=C2C#N)cc1 (centres undefined)	-10	-11	-2	-36	-21	3.0	-28	4.9	7
54	CC12c3ccccc3C(c3ccccc31)C1C(=O)N(c3ccncc3)C(=O)C12 (centres undefined)	-13	/	-0.18	-5	-19	0.3	2	-1.2	-11
55	CCOc1ccc(/C(O)=C2/C(=O)C(=O)N(CCN(CC)CC)C2c2cccs2)cc1 (centres undefined)	-8	15	1.1	-21	-20	1.0	-26	0.8	-3
56	CCSc1nc2sc3c(c2c(=O)n1CC)CC(C)(C)OC3	-19	4	-2.2	-11	-14[20 µM]	-0.9	5	-1.3	0
57	CC(=O)Nc1ncc(Cc2cc(Cl)ccc2Cl)s1	-4	14	0.51	-8	-13	-0.7	20	-2.2	-6
58	CCOc1ccc(C(C)=O)cc1CN1C(=O)C(=O)N(CC)C1=O	-21	15	1.1	6	-6	0.4	25	-0.5	6
59	O=c1[nH]c(CN2CCN(c3ccc(O)cc3)CC2)nc2scc(-c3ccc(Cl)cc3)c12	-7	17	-0.51	2	-15	-0.1	-116	-0.6	-8
60	CCSc1nnc(NC(=O)CSc2nc3c(c(=O)n2-c2ccccc2OC)SCC3)s1	6	-4	-0.48	-8	-11[20 µM]	-0.5	-46	0.7	-2
61	Cc1cc(C)n2ncc(C(=O)O)c2n1	-12	7	-1.6	-1	-14	0.3	-84	0.5	-5
62	CN(C)c1ccc(/C=C2\SC(=S)N(Nc3ncc(C(F)(F)F)cc3Cl)C2=O)cc1	-24	17	-2.7	-4	-25[20 µM]	7.8	8	14	1
